Screening results from PubChem.
KCNK3 inh: human KCNK3 channel inhibition, primary screen; O14649; CHO-KCNK3 thallium flux, FluxOR fluorescence; hits give low values; B-score at 10 µM; actives 0.84% (n = 340,000); AID 602410;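 active = B-score under library mean minus 4 SD, starting fluorescence ratio at most library mean plus 5 SD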;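 note: more negative B-score means stronger inhibition of thallium flux through KCNK3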
Target sequence (O14649 whole entry, looked up): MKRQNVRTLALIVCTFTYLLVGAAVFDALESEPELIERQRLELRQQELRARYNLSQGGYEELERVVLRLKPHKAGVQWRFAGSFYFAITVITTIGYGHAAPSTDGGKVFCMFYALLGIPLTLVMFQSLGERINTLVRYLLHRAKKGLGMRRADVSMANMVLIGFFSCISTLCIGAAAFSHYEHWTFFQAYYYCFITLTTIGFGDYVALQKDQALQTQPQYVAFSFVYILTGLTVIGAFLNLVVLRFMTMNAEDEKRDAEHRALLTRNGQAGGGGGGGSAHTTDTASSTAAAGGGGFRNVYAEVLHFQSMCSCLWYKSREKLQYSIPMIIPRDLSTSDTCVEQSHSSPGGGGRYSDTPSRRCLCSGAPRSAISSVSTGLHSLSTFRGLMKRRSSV
GSK3A inh: inhibitors of human GSK-3 alpha kinase; actives 0.1% (n = 320,000); ADP-Glo luminescence, 60 min; P49840; AID 2650; inhibition, % at 10 µM;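 in the data active = inhibition above about 50%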;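 note: GST-tagged GSK-3 alpha with peptide substrate and 25 µM ATP; 0% = DMSO neutral wells and 100% = GW8510 positive control wells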
Target sequence (P49840 whole entry, looked up): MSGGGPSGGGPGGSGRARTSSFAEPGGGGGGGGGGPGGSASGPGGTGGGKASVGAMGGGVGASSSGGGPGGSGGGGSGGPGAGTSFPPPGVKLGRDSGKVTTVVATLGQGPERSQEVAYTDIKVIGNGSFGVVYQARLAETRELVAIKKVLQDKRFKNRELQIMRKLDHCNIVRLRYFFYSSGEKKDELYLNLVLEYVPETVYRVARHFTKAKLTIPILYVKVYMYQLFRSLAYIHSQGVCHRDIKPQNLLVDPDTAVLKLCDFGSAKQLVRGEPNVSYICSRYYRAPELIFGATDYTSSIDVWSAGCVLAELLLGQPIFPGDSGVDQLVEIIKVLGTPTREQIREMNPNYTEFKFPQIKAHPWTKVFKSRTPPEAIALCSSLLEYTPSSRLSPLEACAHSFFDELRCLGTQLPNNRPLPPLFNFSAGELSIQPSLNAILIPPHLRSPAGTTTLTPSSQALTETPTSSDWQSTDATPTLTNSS
* = called active by the depositor.

`Cc1ccc2c(c1)-n1c(nc3ccccc3c1=O)C(CC(C)C)NC2=O` (stereo not given) gave GSK3A inh -48.
CCOc1ccccc1C(=O)Nc1ccc2nc(N3CCN(c4ncccn4)CC3)cc(C)c2c1 was read as GSK3A inh -2.
COC(=O)[C@@]1(Cc2ccc(F)cc2)[C@H]2c3cc(C(=O)N(C)C)n(Cc4c(CO)[nH]cc(C)c4=O)c3C[C@H]2CN1C(=O)c1ccccc1 was read as GSK3A inh 1.
Cc1cccc2cc(C(c3nnnn3CC3CCCO3)N3CCc4ccccc4C3)c(=O)[nH]c12 (stereo not given) was read as GSK3A inh -5.
COc1cc2c(cc1OC)C(Cc1ccc(O)c(Oc3ccc(C[C@H]4c5cc(OC)c(OC)cc5CCN4C)cc3)c1)N(C)CC2 (stereo not given in full) was read as GSK3A inh -1.
For CC(=O)OC1COC(OC2C(O)C(C)OC(OC3C(OC4CCC5(C)C(CCC6(C)C5CC=C5C7CC(C)(C)CCC7(C(=O)O)CCC56C)C4(C)CO)OCC(O)C3O)C2O)C(O)C1OC(C)=O (stereo not given) the results were GSK3A inh -3.
COC(=O)[C@@]1(Cc2ccc(OC)cc2)[C@H]2c3cc(C(=O)N4CCCC4)n(CCO)c3C[C@H]2CN1C(=O)c1ccccc1 was read as GSK3A inh -1.
Screening Oc1cccc(O)c1O returned GSK3A inh 7.
Screening CN1CCN(c2nc3c(c(=O)n(C)c(=O)n3C)n2CCSc2nc3ccccc3s2)CC1 returned GSK3A inh -2.
Screening CN(C)C(CNC(=O)C1CCCN1C(=O)c1cccs1)c1ccccc1 (stereo not given) returned GSK3A inh 0.
O=C1NC(Cc2ccccc2)c2nc3cc(F)ccc3c(=O)n2-c2cc(Cl)ccc21 (stereo not given) was read as GSK3A inh -2.
CC(=O)Oc1ccc(N2C(=O)C3C(C2=O)C2(C)C=CC3(C)O2)cc1 (stereo not given) was read as GSK3A inh -2.
`C=C1[C@@H](O)[C@@H]2O[C@]3(CC[C@H](/C=C/[C@@H](C)[C@@H]4CC(C)=CC5(O[C@H](C[C@@](C)(O)C(=O)OC)CC[C@H]5O)O4)O3)CC[C@H]2O[C@@H]1[C@@H](O)C[C@H](C)[C@H]1OC2(CCCCO2)CC[C@H]1C` (stereo not given in full) gave GSK3A inh -5.
N=c1oc2cc(O)ccc2cc1C(=O)Nc1ccccn1 was read as GSK3A inh 2.
Screening CC(=O)C1=C(C)NC(SCC(=O)c2ccc(-c3ccccc3)cc2)=C(C#N)C1c1cccnc1 (stereo not given) returned GSK3A inh -1.
Screening O=C(NCC#CCSc1nnc(-c2cccc3ccccc23)o1)c1cccs1 returned GSK3A inh -2.
`CCN(CC)c1ccc(/C=C(\C#N)C(=O)NCc2ccco2)cc1` gave GSK3A inh -1.
`COc1ccc(S(=O)(=O)Nc2cc(Sc3ncn[nH]3)c(O)cc2C)cc1` gave GSK3A inh -1.
For NCCN1CCN2C(=O)CN(C(=O)c3ccccc3)CC12 (stereo not given) the results were GSK3A inh 1.
Screening COC(=O)c1ccc(NC(=O)c2ccc3c(c2)NC(=O)C2CCCN32)cc1 (stereo not given) returned GSK3A inh 1.
For COc1ccc2cc(C(c3nnnn3C(C)(C)C)N3CCc4ccccc4C3)c(=O)[nH]c2c1 (stereo not given) the results were GSK3A inh -5.
`C[C@@H](C(=O)Nc1ccc2ccccc2c1)[C@H]1C[C@]1(C)[C@H](NS(=O)(=O)c1ccccc1)c1ccccc1` gave GSK3A inh 1.
`CC[N+](C)(CC)CCC[n+]1c(-c2ccccc2)c2cc(N)ccc2c2ccc(N)cc21` gave GSK3A inh 33.
`Cc1ccc2c(=O)n3c(nc2c1)C(Cc1ccc(O)cc1)NC(=O)c1ccc(Cl)cc1-3` (stereo not given) gave GSK3A inh 0.
CCOC(=O)C1=C(CSc2nc(C)cc(C)c2C#N)OC(N)=C(C#N)C1c1cccs1 (stereo not given) was read as GSK3A inh 5.
Screening O=C(Nc1ccc(Cl)cc1F)c1ccc2c(c1)C(=O)N(Cc1ccncc1)C2=O returned GSK3A inh 2.
For COc1cccc(C(=O)Nc2ccc3nc(N4CCN(c5ncccn5)CC4)cc(C)c3c2)c1OC the results were GSK3A inh -2.
For Cc1ccc2c(c1)-n1c(nc3cc(F)ccc3c1=O)C(Cc1ccc(O)cc1)NC2=O (stereo not given) the results were GSK3A inh -2.
For CC(=O)OC[C@]12CC[C@H]3[C@@](C)(CC[C@H]4C(C)(C)CCC[C@]34C)[C@@H]1C[C@@H](C1=CC(=O)O[C@@H]1OC(C)=O)O2 the results were GSK3A inh -4.
`CC(C)[C@]1(c2ccccc2)ON(c2ccccc2C(F)(F)F)C1=O` gave GSK3A inh -4.
O=C1NC(Cc2ccc(O)cc2)c2nc3ccc(Cl)cc3c(=O)n2-c2ccccc21 (stereo not given) was read as GSK3A inh -1.
`CN(C)S(=O)(=O)c1cccc(N=C2NN=C(c3ccccc3)CS2)c1` gave GSK3A inh 7.
For O=C1C=CC(=O)N1CCCCCCN1C(=O)C=CC1=O the results were GSK3A inh 3.
`C=CCSc1nnc(NC(=O)CSc2ccccn2)s1` gave GSK3A inh -3.
Screening COc1ccc2nc3n(c(=O)c2c1)-c1ccccc1C(=O)NC3Cc1ccccc1 (stereo not given) returned GSK3A inh -1.
Cc1nc(N[C@@H](Cc2c[nH]c3ccccc23)C(=O)O)c2oc3ccccc3c2n1 was read as GSK3A inh 0.
Cc1ccc(C2C3=C(Nc4[nH]n(-c5ccccc5)c(=O)c42)c2ccccc2C3=O)cc1 (stereo not given) was read as GSK3A inh -3.
`COc1ccc(NS(=O)(=O)c2cc(C(=O)NNC(=O)c3ccncc3)ccc2OC)c(OC)c1` gave GSK3A inh 0.
COc1ccc(N=CC2=C(Nc3ccc(OC)cc3)c3c(C)nn(-c4ccccn4)c3CC2)cc1 was read as GSK3A inh 4.
COC(=O)c1ccc(C(NC(=O)OCc2ccccc2)/C(F)=C/[C@@H](C)C(=O)NCc2ccc(-c3ccccc3)cc2)cc1 (stereo not given in full) was read as GSK3A inh 1.
Screening Cc1ccccc1OCCOc1ccccc1C=C(C#N)C#N returned GSK3A inh 0.
For O=C(NNS(=O)(=O)c1c(F)cc(F)c(Cl)c1F)C12CC3CC(CC(C3)C1)C2 the results were GSK3A inh -4.
`C/C(=C1/C(=O)N(c2ccc([N+](=O)[O-])cc2)N=C1c1ccccc1)N(C)C` gave GSK3A inh 4.
`O=S(=O)(c1ccccc1)N1CN(c2ccc(F)cc2F)c2nc3ccccc3nc21` gave GSK3A inh 0.
`C#CCOCCOCCOCCNc1nc(N2CCN(C(=O)CCCCCCCCCCNC(=O)[C@H](CCCCN)n3cc(C)nn3)CC2)nc(N2CCN(C(=O)CCCCCCCCCCNC(=O)[C@H](CCCN=C(N)N)n3cc(C[C@@H](C)CC)nn3)CC2)n1` gave GSK3A inh 25.
Cc1ccc2c(=O)n3c(nc2c1)C(CC(C)C)NC(=O)c1ccc(Cl)cc1-3 (stereo not given) was read as GSK3A inh -2.
CC(C)(C)OC(=O)NCCCC[C@H](NC(=O)c1[nH]cnc1C(=O)Nc1ccc(CNC(=O)OC(C)(C)C)cc1)C(=O)OC(C)(C)C was read as GSK3A inh -1.
Screening Cc1ccc2c(c1)-n1c(nc3cc(Cl)ccc3c1=O)C(CC(C)C)NC2=O (stereo not given) returned GSK3A inh -1.
Screening COc1ccccc1N1C(=O)C2ON(c3ccccc3)C(c3ccc(N(C)C)cc3)C2C1=O (stereo not given) returned GSK3A inh 2.
`CCOC(=O)c1cc(OC(=O)c2cccnc2)n(-c2ccccc2)n1` gave GSK3A inh -1.
Screening O=c1c2cc(N3CCOCC3)ccc2[nH]c(=S)n1CCCN1CCN(c2ccccc2F)CC1 returned GSK3A inh -1.
Screening O=C1NC(Cc2ccccc2)c2nc3ccccc3c(=O)n2-c2cc(Cl)ccc21 (stereo not given) returned GSK3A inh -2.
CC1(C)CC[C@@]2(C(=O)O)C(C1)C1=CCC3[C@@]4(C)CC[C@H](O)C(C)(C)C4CC[C@@]3(C)[C@]1(C)C[C@H]2O (stereo not given in full) was read as GSK3A inh -2.
`CC1(C)C(=O)CC[C@@]2(C)[C@H]1CC[C@@]1(C)CC3=C(CC[C@@H]12)[C@@]1(C)CCC(=O)C(C)(C)[C@@H]1CC3` gave GSK3A inh -1.
For Cc1ccccc1C1C2=C(Nc3[nH]n(-c4ccccc4)c(=O)c31)c1ccccc1C2=O (stereo not given) the results were GSK3A inh 4.
For COc1ccc2nc3n(c(=O)c2c1)-c1ccc(Cl)cc1C(=O)NC3Cc1ccccc1 (stereo not given) the results were GSK3A inh -2.
For COc1ccc(-n2nnc3c(SCC(=O)Nc4ccc5c(c4)OCCO5)ncnc32)cc1 the results were GSK3A inh 2.
CN(N=O)c1ccc(C=C2C=Cc3ccccc32)cc1 was read as KCNK3 inh inactive.
`CCc1ccc([C@H]2C(C(=O)O)=C[C@@H](CC3CCCC3)N2S(=O)(=O)c2ccc(C)cc2)cc1` gave KCNK3 inh inactive.
`COc1cccc(C2=CC(=O)C(C(C)(C)C)N2C(C)(C)C)c1` (stereo not given) gave KCNK3 inh inactive.
`O=C(Nc1nnc(SCc2ccc(F)cc2)s1)C1=COCCO1` gave KCNK3 inh inactive.
Screening O=C(Cc1ccc(NC(=O)C2CCN(C(=O)c3ccccc3)CC2)cc1)Nc1cccc(C(=O)N2CCCCC2)c1 returned KCNK3 inh inactive.
`COc1ccc(N=[N+]([O-])c2ccc(OC)cc2)cc1` gave KCNK3 inh inactive.
Cc1cc(C)c2c(ccc3ccccc32)n1 was read as KCNK3 inh inactive.
`CC[C@@H](C)[C@H](N)C(=O)NC[C@H]1O[C@@H](n2cnc3c(N)ncnc32)[C@H](O)[C@@H]1O` gave KCNK3 inh inactive.
For O=C(NCc1ccccc1)c1ccc(NC(=O)C2CCCC2)cc1 the results were KCNK3 inh inactive.
COCCCNC(=O)C[C@H]1C[C@H](C(=O)N(C(C)C)C(C)C)[C@@]2(C)c3[nH]c4ccc(Cl)cc4c3CCN2C1=O was read as KCNK3 inh inactive.
Screening C=CCn1c(=O)n(C)c2c(=O)n(C)c(=O)n(C)c21 returned KCNK3 inh inactive.
O=C(OCc1ccccc1)N1CCC2CC1c1cc(N3CCCCC3)ccc12 (stereo not given) was read as KCNK3 inh inactive.
For CCCCN(C(=O)C1CC(=O)N(c2ccc3c(c2)OCCO3)C1)c1c(N)n(CC(C)C)c(=O)[nH]c1=O (stereo not given) the results were KCNK3 inh inactive.
Screening CC(C)Cc1nnc(NC(=O)CCNC(=O)c2ccccc2Cl)s1 returned KCNK3 inh inactive.
O=C(COc1ccc(Br)cc1)NNC(=O)Cc1ccc(S(=O)(=O)N2CCOCC2)s1 was read as KCNK3 inh inactive.
`CCCN1Cc2cc(OC)ccc2-c2ccccc2S1(=O)=O` gave KCNK3 inh inactive.
COc1cc(C=c2c3ccccc3n3c2cc(-c2ccccc2)[n+]3C)cc(OC)c1OC was read as KCNK3 inh inactive.
`CN1C(=O)C(CC#N)(C2(CC#N)C(=O)N(C)c3ccccc32)c2ccccc21` (stereo not given) gave KCNK3 inh inactive.
`O=C(O)C1OC1(c1ccccc1Cl)c1ccccc1Cl` (stereo not given) gave KCNK3 inh inactive.
For O=C(CN1CCN(S(=O)(=O)c2ccccc2F)CC1)NCC1(N2CCOCC2)CCCCC1 the results were KCNK3 inh inactive.
`Cc1ccc(S(=O)(=O)c2ccc([N+](=O)[O-])o2)cc1` gave KCNK3 inh inactive.
For COc1ccc(CN2C[C@H]3CCCN3c3cc(Br)ccc3S2(=O)=O)cc1 the results were KCNK3 inh inactive.
For Cn1ncc2c(N)nc(NCCO)nc21 the results were KCNK3 inh inactive.
For COC(OC)C1(CCc2ccccc2)NC(=O)NC1=O (stereo not given) the results were KCNK3 inh inactive.

Molecules from the list above containing an aryl methoxy group:
COc1cc2c(cc1OC)C(Cc1ccc(O)c(Oc3ccc(C[C@H]4c5cc(OC)c(OC)cc5CCN4C)cc3)c1)N(C)CC2 (stereo not given in full) was read as GSK3A inh -1.
COC(=O)[C@@]1(Cc2ccc(OC)cc2)[C@H]2c3cc(C(=O)N4CCCC4)n(CCO)c3C[C@H]2CN1C(=O)c1ccccc1 was read as GSK3A inh -1.
`COc1ccc(S(=O)(=O)Nc2cc(Sc3ncn[nH]3)c(O)cc2C)cc1` gave GSK3A inh -1.
For COc1ccc2cc(C(c3nnnn3C(C)(C)C)N3CCc4ccccc4C3)c(=O)[nH]c2c1 (stereo not given) the results were GSK3A inh -5.
For COc1cccc(C(=O)Nc2ccc3nc(N4CCN(c5ncccn5)CC4)cc(C)c3c2)c1OC the results were GSK3A inh -2.
Screening COc1ccc2nc3n(c(=O)c2c1)-c1ccccc1C(=O)NC3Cc1ccccc1 (stereo not given) returned GSK3A inh -1.
`COc1ccc(NS(=O)(=O)c2cc(C(=O)NNC(=O)c3ccncc3)ccc2OC)c(OC)c1` gave GSK3A inh 0.
COc1ccc(N=CC2=C(Nc3ccc(OC)cc3)c3c(C)nn(-c4ccccn4)c3CC2)cc1 was read as GSK3A inh 4.
Screening COc1ccccc1N1C(=O)C2ON(c3ccccc3)C(c3ccc(N(C)C)cc3)C2C1=O (stereo not given) returned GSK3A inh 2.
For COc1ccc2nc3n(c(=O)c2c1)-c1ccc(Cl)cc1C(=O)NC3Cc1ccccc1 (stereo not given) the results were GSK3A inh -2.
For COc1ccc(-n2nnc3c(SCC(=O)Nc4ccc5c(c4)OCCO5)ncnc32)cc1 the results were GSK3A inh 2.
`COc1cccc(C2=CC(=O)C(C(C)(C)C)N2C(C)(C)C)c1` (stereo not given) gave KCNK3 inh inactive.
`COc1ccc(N=[N+]([O-])c2ccc(OC)cc2)cc1` gave KCNK3 inh inactive.
`CCCN1Cc2cc(OC)ccc2-c2ccccc2S1(=O)=O` gave KCNK3 inh inactive.
COc1cc(C=c2c3ccccc3n3c2cc(-c2ccccc2)[n+]3C)cc(OC)c1OC was read as KCNK3 inh inactive.
For COc1ccc(CN2C[C@H]3CCCN3c3cc(Br)ccc3S2(=O)=O)cc1 the results were KCNK3 inh inactive.

A portion of the library. The share of hits here may be higher or lower than overall.
